Source: PubChem BioAssay
Pf apPOL inh: Pf-apPOL DNA polymerase inhibition. Recombinant Pf-apPOL, molecular beacon fluorescence, 1.5 h. inhibition, % at 10 µM. 0.25% of 210,000 active
mHTT CaM bind: inhibitors of human mutant huntingtin-calmodulin interaction; 3.6% of 190,000 active; AlphaScreen His-mHTT/GST-CaM binding, luminescence; inhibition, % at 15 µM;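 further: 0% = both proteins with DMSO and 100% = one protein alone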
Starred values were filed as active, the others as inactive; i = inactive; / = no result given; & = joins results of further samples. No stated cut-off is given here; in the data, active means inhibition above about 50%; inactive means the rest.

SMILES | Pf apPOL inh | mHTT CaM bind
COc1ccc(S(=O)(=O)N2CCc3nc(NC(=O)C4CCCCC4)sc3C2)cc1 | -4 | 23
Cc1cccc(NC(=O)CSc2nc(-c3cccs3)cc(C(F)(F)F)c2C#N)n1 | 1 | -15
O=C(COc1cccc([N+](=O)[O-])c1)Nc1cc(C(=O)O)cc(C(=O)O)c1 | -11 | 5
CN(C)C(=O)NC(Nc1ccc([N+](=O)[O-])cc1)C(Cl)(Cl)Cl (stereo not given) | -4 | 1
COc1cc(SC)ccc1C(=O)n1nnc2ccccc21 | -8 | 91*
Cc1ccc(CNC(=O)c2ccc(N)cc2)cc1C | -5 | 6
Cc1ccc(S(=O)(=O)Nc2nc(CC(=O)NCc3ccc4c(c3)OCO4)cs2)cc1 | -10 | -4
Cc1ccc(N2CC(C(N)=O)CC2=O)cc1C (stereo not given) | 2 | -2
O=C(CC1CCCCC1)Nc1nnc2ccccn12 | -3 | -1
C#CCOc1nc2c(c(=O)n(Cc3ccc(Cl)cc3)c(=O)n2C)n1C | -3 | 0
N#Cc1c(OCC(F)(F)F)ccc(SCc2ccccc2Cl)c1OCC(F)(F)F | -2 | /
CCCCN(C)C(=O)C1CCN(c2nccc(C)n2)CC1 | -4 | 7
Cc1cc(OCC(=O)N2CCOCC2)cc(C)c1Br | -2 | 0
OC(c1ccc2c(c1)OCO2)c1cccs1 (stereo not given) | 0 | -4
Cc1ccc(-c2cnc(N3CCCC(C(=O)NC4CCCCC4)C3)nc2)cc1 (stereo not given) | 2 | -8
CCCC1c2cccn2CCN1C(=O)Nc1ccccc1Br (stereo not given) | 1 | 19
O=C(c1ccco1)N1CCCC2(C1)Nc1ccccc1NC2=NC1CCCC1 (stereo not given) | -1 | 79*
COc1cccc(-n2c(N3CCC(C(=O)NC4CC4)CC3)nc3ccsc3c2=O)c1 | -3 | 1
O=C1c2ccccc2-c2onc3c(Br)cc(O)c1c23 | -3&-9 | 58*
CCOc1ccc(C(=O)N2CCN(c3nc(CN4CCCCC4)cs3)CC2)cc1 | 2 | 12
CC(C)CN1CCCN(c2ccc(NC(=O)c3cc(F)cc(F)c3)cn2)CC1 | -6 | 4
Cc1ccccc1CC1SC(=Nc2ccccc2)NC1=O (stereo not given) | -4 | -4
COc1ccc(S(=O)(=O)N2CCC(c3nc(C(=O)N4CCOCC4)c(C)o3)CC2)cc1 | -6 | -4
O=[N+]([O-])c1ccc(-c2nc(C=Nc3cc(Cl)ccc3Cl)c(O)o2)cc1 | 0 | 8
CCOc1ncccc1C(=O)Nc1ccc(N(CC)CC)c(Cl)c1 | -5 | -13
O=C1c2cccc3c([N+](=O)[O-])ccc(c23)C(=O)N1CCCN1CCOCC1 | 9 | /
CCCCCOc1ccc(COC2C(C(O)CO)OC3OC(C)(C)OC32)cc1 (stereo not given) | -29 | 19
CN1C(=O)Cc2ccccc2C1C(=O)N1CCOCC1 (stereo not given) | 0 | -7
O=C(Nc1ccc2ncnc(N3CCCC3)c2c1)c1ccc(OC(F)(F)F)cc1 | -2 | 3
Cc1nc(CSc2nc(=O)n(CC3CCCO3)c3c2CCCC3)cs1 (stereo not given) | -12 | -4
CCOC(=O)Cn1c(CN2CCc3ccccc3C2)nc2c1c(=O)n(C)c(=O)n2C | -4 | 24
COc1cc(-c2nnc(NC(=O)c3ccc(S(=O)(=O)N(C)C)cc3)o2)cc(OC)c1OC | -9 | 0
COc1ccccc1NC(=O)CSc1ncnc2c1sc1ccccc12 | -15 | -5
CC(C)(C)NC(=O)c1cn2c(n1)COCC2 | -7 | -5
COc1ccc(C(=O)NCc2nnc3n2CCCC3)cc1F | 1 | -1
CCn1c(=O)c2c(ncn2Cc2cccc(F)c2)n(-c2ccccc2C)c1=O | 4 | -1
O=C(c1ccco1)N1CCN(C(=O)N2CCOCC2)CC1 | -4 | -7
O=C1CCCC2=C1C(c1cccc([N+](=O)[O-])c1)N(C(=O)c1ccccc1)c1ccccc1N2 (stereo not given) | 0 | 15
CCCCN1C(=O)C(C)(C(=O)N2CCN(C)CC2)Oc2cccnc21 (stereo not given) | -3 | -5
Cc1ccc(CC(=O)N2CCc3c(c(-c4nc(Cc5ccccc5)no4)nn3C)C2)cc1 | -3 | 4

Looked up by structure from above (six):
SMILES | Pf apPOL inh | mHTT CaM bind
CCOC(=O)Cn1c(CN2CCc3ccccc3C2)nc2c1c(=O)n(C)c(=O)n2C | -4 | 24
COc1cc(-c2nnc(NC(=O)c3ccc(S(=O)(=O)N(C)C)cc3)o2)cc(OC)c1OC | -9 | 0
Cc1ccc(CC(=O)N2CCc3c(c(-c4nc(Cc5ccccc5)no4)nn3C)C2)cc1 | -3 | 4
CC(C)(C)NC(=O)c1cn2c(n1)COCC2 | -7 | -5
CCCCN1C(=O)C(C)(C(=O)N2CCN(C)CC2)Oc2cccnc21 (stereo not given) | -3 | -5
COc1ccc(C(=O)NCc2nnc3n2CCCC3)cc1F | 1 | -1

Continuation:
SMILES | Pf apPOL inh | mHTT CaM bind
Cc1cccc(-c2cc3n(n2)CCCN(C(=O)c2ccoc2)C3)c1 | -1 | 2
N#Cc1c(NC(=O)CSc2n[nH]c(=O)[nH]c2=O)sc2c1CCCC2 | 0 | 0
COc1ccc(C)cc1NC(=O)N1CCCC1c1ccc(Cl)cc1 (stereo not given) | -4 | -2
CCN1C(=O)C(C)(C(=O)Nc2ccc(C)cc2C)Oc2cccnc21 (stereo not given) | -1 | -9
O=C1c2cccc3cccc(c23)C12OCCS2 (stereo not given) | -10 | /
O=C(NC1CCCC1)NC1CCCN(c2cc(N3CCCC3)ncn2)C1 (stereo not given) | -2 | -4
COc1ccc(Br)cc1/C=C1/N=C(c2ccc(C)cc2)OC1=O | -5 | -3
O=C(NCc1ccccn1)c1ccc2c(c1)NC(=O)C(N1CCCC1)S2 (stereo not given) | -11 | 58*
Cc1ccc(CC(=O)N2CCC3(CC2)NC(=O)c2cc(F)ccc2N3C)cc1 | -5 | -4
COc1ccc(NC(=O)N2CC3CC(NC(=O)c4cccs4)C2C3)c(C)c1 (stereo not given) | -3 | 5

Complete entries, looked up by structure. Screens in order: Pf apPOL inh | mHTT CaM bind
COc1ccc(Br)cc1/C=C1/N=C(c2ccc(C)cc2)OC1=O is entered as -5 | -3
COc1ccc(C)cc1NC(=O)N1CCCC1c1ccc(Cl)cc1 (stereo not given) is entered as -4 | -2
CCN1C(=O)C(C)(C(=O)Nc2ccc(C)cc2C)Oc2cccnc21 (stereo not given) is entered as -1 | -9
O=C1c2cccc3cccc(c23)C12OCCS2 (stereo not given) is entered as -10 | /

Remaining list, next part:
SMILES | Pf apPOL inh | mHTT CaM bind
COc1ccc(OC)c(C2CN(C(=O)c3ccccc3)CC2C(=O)N2CCCC2)c1 (stereo not given) | -10 | 12
Cc1cc(OCC(=O)NCc2ccncc2)cc(C)c1Br | -7 | 0
CCOC(=O)c1cc(Cl)c(NC(=O)C(F)(F)F)c(Cl)c1 | -1 | /
CC(C)CC(=O)NCCc1csc(-c2ccc(Cl)cc2)n1 | -28 | -3
O=C(CCCCCCC(=O)N/N=C/c1cc(Br)cs1)N/N=C/c1cc(Br)cs1 | / | i
CCOc1ccccc1OCCOc1ccc([N+](=O)[O-])cc1Cl | -10 | -19
COCCCNC(=O)c1cc(Sc2ccccc2Cl)nc2ccccc12 | -6 | 6
COc1nccnc1N1CCC(NC(=O)c2ccco2)C1 (stereo not given) | -2 | 6
O=C(O)CSc1nnc(COc2cccc3cccnc23)n1-c1ccccc1 | -4 | 2
Cc1ccc(C)c(S(=O)(=O)N2CCCC(C)(C(=O)NCc3ccccc3)C2)c1 (stereo not given) | -4 | -4
Clc1ccc(OCCn2nc3ccccc3n2)cc1 | -13 | -9
O=C(O)c1ccccc1-c1ccccc1C(=O)NCCN1CCNC1=O | 0 | /
O=C1c2ccccc2C(=O)C1C(C[N+](=O)[O-])c1c(Cl)cccc1Cl (stereo not given) | 22 | /
CC(C)N(Cc1cn(Cc2ccccc2)nn1)S(=O)(=O)c1ccc(F)cc1Br | -6 | -19
Cc1c(C(=O)Nc2nnc(CCC(=O)c3ccccc3)s2)cccc1[N+](=O)[O-] | 0 | 0
COc1ccc(NC(=O)CN2C(=O)NC3(CCC(C)CC3)C2=O)cc1OC (stereo not given) | -3 | 7
O=C(Cc1ccccc1F)N1CCc2c(nc3cc[nH]n3c2=O)C1 | 2 | -2
Cc1cccc(N2CCN(C(=O)c3ccc(SCc4cccnc4)c([N+](=O)[O-])c3)CC2)c1C | 1 | 8
COc1cc(OC)c(OC)cc1CN1CCN(C(=O)c2ccncc2)CC1 | 6 | 1
Cc1ccc(NC(=O)c2ccc(Br)cc2)c([N+](=O)[O-])c1 | -10 | 16
O=c1[nH]c(/C=C/c2ccc(Cl)cc2)nc2ccccc12 | -2 | -1
O=c1c2ccccc2nc(/C=C/c2ccc3c(c2)OCO3)n1-c1cccc([N+](=O)[O-])c1 | -6 | 11
Clc1cccc(Cl)c1COc1cccc(N2CCOCC2)c1 | -6 | /
COC(=O)c1ccc(CN2CCc3nc(NC(=O)C4CC4)sc3C2)o1 | -8 | 3
O=C(Nc1nnc(C2=COCCO2)o1)c1ccco1 | 3 | 8
CCC(C)NC(=O)c1ccn2c(-c3ccccc3)nnc2c1 (stereo not given) | -6 | -6
Nc1nc2c(C(=O)N3CCOCC3)nnn2c2ccccc12 | 6 | /
COc1cc(OC)cc(C(=O)NCCCN2CCOCC2)c1 | -8 | 0
CC(=O)Nc1ccc(N=Cc2ccc(Br)cc2)cc1 | -2 | 23
Cc1noc(-c2nn(C)c3c2CN(C(=O)c2ccc(Br)cc2)CC3)n1 | -3 | -6
O=C(NNc1nccc(C(F)(F)F)n1)Nc1cccc(Cl)c1 | -6 | /
COc1ccc(C)cc1NC(=O)N1CC2CC(NC(=O)c3cccnc3)C1C2 (stereo not given) | -4 | 4
O=C(Nc1nc2c(s1)CNCC2)C1CC1 | 2 | -12
Cc1cc(NC(=O)c2ccoc2C)no1 | 1 | -2
CCCCOc1ccc(NC(=O)N2CCC(c3nc4ccccc4[nH]3)CC2)cc1 | -9 | -5
CC(C)CCNC(=O)CC1Sc2ncccc2N(C)C1=O (stereo not given) | -6 | -1
CC(C)NC(=O)c1cc2c(s1)CCN(C(=O)c1ccc(F)cc1)C2 | 2 | -7
CCCC(=O)Nc1ccccc1C(=O)N1CCN(C(=O)c2ccccc2NC(=O)CCC)CC1 | -1 | -6
O=C(O)c1ccccc1C(=O)c1ccc(O)cc1O | -2 | -1
O=S(=O)(c1ccc2c(c1)CCC2)N1CCC(n2c(-c3ccoc3)nc3cccnc32)C1 (stereo not given) | -7 | 35

Ordered by formula weight (ascending): part of the list above.
SMILES | Pf apPOL inh | mHTT CaM bind
Clc1ccc(OCCn2nc3ccccc3n2)cc1 | -13 | -9
COc1cc(OC)cc(C(=O)NCCCN2CCOCC2)c1 | -8 | 0
CCN1C(=O)C(C)(C(=O)Nc2ccc(C)cc2C)Oc2cccnc21 (stereo not given) | -1 | -9
CCCC1c2cccn2CCN1C(=O)Nc1ccccc1Br (stereo not given) | 1 | 19
CCCCOc1ccc(NC(=O)N2CCC(c3nc4ccccc4[nH]3)CC2)cc1 | -9 | -5
COc1cccc(-n2c(N3CCC(C(=O)NC4CC4)CC3)nc3ccsc3c2=O)c1 | -3 | 1
O=C1CCCC2=C1C(c1cccc([N+](=O)[O-])c1)N(C(=O)c1ccccc1)c1ccccc1N2 (stereo not given) | 0 | 15

Continuation.
SMILES | Pf apPOL inh | mHTT CaM bind
Cc1ccccc1CC(=O)Nc1ccc2c(c1)Sc1ncccc1C(=O)N2C | -3 | 8
COCCCN1C(=O)C(O)=C(C(=O)c2cccs2)C1c1ccc(OC)c(OC)c1 (stereo not given) | -1 | 2
O=C(CSc1nc2c(c(=O)n1-c1ccc(F)cc1)SCC2)Nc1cccc(F)c1 | -4 | -6
COc1cc(Br)c(CCNC(=O)Cc2ccccc2)cc1OC | -2 | -2
COC(=O)[C@H](C)N(CCc1cn(Cc2ccccc2)nn1)S(=O)(=O)c1ccccc1Br | -7 | -4
COCCC(=O)N1CCCn2nc(-c3ccncc3)cc2C1 | 4 | -7
O=C(Nc1cccc([N+](=O)[O-])c1)C1CCN(C(=O)c2ccc(F)cc2)CC1 | -10 | 5

Only part of the results is shown; count on the stated rates, not on these rows.
